# From PubChem BioAssay
# Mm-Cpn inhibitor – M. maripaludis TRiC chaperonin inhibition | purified Mm-Cpn ATPase, ADP Transcreener TR-FRET | AID 504842 | Potency, µM (top dose mostly 76.9 µM), inactives show at the highest dose activity, negative = inhibition, actives largely listed as inhibitors | actives 0.031% (n = 330,000); note: potency is the fitted concentration of half-maximal effect; % is set by controls: 0 for no effect and ±100 for the full control effect; nearly all actives have a fitted effect of over 80% in size
#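 25 nM Mm-CPN + cpd, 10 min 37°C; + 10 uM ATP, 30 min 37°C; buffer 30 mM Tris pH 7.4, 100 mM KCl, 5 mM MgCl2, 1 mM DTT; Transcreener ADP HTRF detection 30 min RT.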
# EPAC2 ag – activates human EPAC2 exchange factor | EPAC2 activation, biochemical qHTS; response scale: 100% = 6.5 mM cAMP response | Potency, µM (top dose mostly 154 µM), for the others: at the highest dose activation, actives largely listed as activators | actives 0.079% (n = 360,000); note: potency is the fitted concentration of half-maximal effect; nearly all actives have a fitted effect of over 50% in size
# Target sequence (Q8WZA2 whole entry, looked up): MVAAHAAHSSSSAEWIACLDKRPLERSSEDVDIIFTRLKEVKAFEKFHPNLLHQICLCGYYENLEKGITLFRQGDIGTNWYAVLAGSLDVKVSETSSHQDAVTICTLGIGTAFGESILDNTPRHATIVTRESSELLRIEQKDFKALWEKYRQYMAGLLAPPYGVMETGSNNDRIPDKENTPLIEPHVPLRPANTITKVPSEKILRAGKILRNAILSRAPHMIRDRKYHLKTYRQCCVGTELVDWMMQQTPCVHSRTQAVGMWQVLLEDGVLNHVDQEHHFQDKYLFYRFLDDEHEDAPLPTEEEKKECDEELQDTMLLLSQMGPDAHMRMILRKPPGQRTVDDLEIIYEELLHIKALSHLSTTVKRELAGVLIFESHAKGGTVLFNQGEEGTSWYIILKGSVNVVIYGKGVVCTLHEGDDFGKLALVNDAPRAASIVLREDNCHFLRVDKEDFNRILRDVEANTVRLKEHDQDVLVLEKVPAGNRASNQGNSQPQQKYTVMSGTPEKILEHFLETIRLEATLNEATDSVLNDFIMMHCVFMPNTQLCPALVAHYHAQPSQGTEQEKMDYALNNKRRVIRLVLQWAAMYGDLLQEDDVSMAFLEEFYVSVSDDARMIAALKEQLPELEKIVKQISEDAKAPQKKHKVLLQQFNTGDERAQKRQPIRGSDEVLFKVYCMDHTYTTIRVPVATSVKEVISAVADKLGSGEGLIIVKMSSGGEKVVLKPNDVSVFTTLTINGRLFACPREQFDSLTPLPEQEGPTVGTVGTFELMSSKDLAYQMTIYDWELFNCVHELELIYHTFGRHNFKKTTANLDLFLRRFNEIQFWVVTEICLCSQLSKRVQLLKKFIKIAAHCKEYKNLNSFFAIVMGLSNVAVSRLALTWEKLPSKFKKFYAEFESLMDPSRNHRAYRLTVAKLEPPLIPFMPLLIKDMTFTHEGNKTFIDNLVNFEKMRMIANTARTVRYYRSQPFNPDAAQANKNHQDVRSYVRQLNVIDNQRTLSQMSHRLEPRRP
#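 Each well held 100 nM EPAC2, 250 nM RAP1B-BODIPY-GDP and 50 uM GDP. Fluorescence, read at 5-min intervals to 30 min, was referenced to a 6.5 mM cAMP positive control.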
# EPAC2 antag – antagonists of human EPAC2; AID 720708; actives 0.18% (n = 360,000); Potency, µM (titrated, usually from 114 µM), inactives show top-dose activity, negative = inhibition, actives largely listed as inhibitors; Q8WZA2; EPAC2 GEF exchange of Rap1B-BODIPY-GDP, fluorescence; note: potency is the fitted concentration of half-maximal effect; % is set by controls: 0 for no effect and ±100 for the full control effect; nearly all actives have a fitted effect of over 45% in size; many of its hits are not listed in these tables
# DRD3 agonist – D3 dopamine receptor (human) agonism; P35462; D3R DiscoveRx beta-arrestin cells, luminescence, 90 min; max activation, %; actives 0.58% (n = 410,000); AID 652048; in the data active = max activation above about 30%; note: 0% is about no effect; mostly tested at two doses, the higher about 12 µM
#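 Agonist-mode cell screen: cells plated at 1500/well and incubated overnight at 37 °C, then exposed to library compounds for 90 min at 37 °C. Detection reagent was added for 30–60 min at room temperature, and luminescence was read.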
# D3 antag – blocks the human D3 dopamine receptor. max response, negative = inhibition, %. actives 2.5% (n = 360,000). D3R cells, DiscoveRx beta-arrestin luminescence, antagonist mode; hits give low values; in the data active = max response below about -50%; inconclusive = no clear call, values can overlap the other calls; note: % is set by controls: 0 for no effect and ±100 for the full control effect; mostly tested at two doses, the higher about 12 µM
#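 Cells expressing the human receptor were seeded at 1500 cells/well, incubated overnight at 37 degrees C in 5% CO2, then exposed to library compounds with dopamine controls for 90 minutes at 37 degrees C before luminescent detection.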
# pAkt inh – blocks phosphorylation of Akt | Neuro2A IGF-stimulated pAkt S473 HTRF, 20 min; hits give low values | activity change, % for hits at 50 µM | actives 0.32% (n = 360,000) | AID 651550; in the data active = activity change below about -80%; inconclusive = mostly about -51% to -80%; note: % is set by controls: 0 for no effect and ±100 for the full control effect
#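 Neuro2A cells in DMEM with 0.5% FBS, overnight at 37 deg C, given compound at single 50 µM final, then IGF (6 nM final) for 20 min at 37 deg C. Lysed; phospho-Akt Ser473 by HTRF after 24 h, 665/615 ratio.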
# CCT chaperon mod – cytosolic chaperonin activity modulation. purified chaperonin ATPase assay, HTRF ADP detection, 30 min. activity change, % (concentration not given with the values), hits read low. actives 0.3% (n = 360,000). AID 651819; in the data active = activity change below about -30%; note: % is set by controls: 0 for no effect and ±100 for the full control effect
#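 Nucleotide hydrolysis assay: TRiC at 20–40 nM final (set by batch activity) with 10 uM ATP, 30 min at 37 °C, in presence of 76 uM compound. Detection by competitive ADP HTRF, 30 min ambient.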
# PTHR1 ag – activates the human parathyroid hormone receptor PTHR1 | actives 0.075% (n = 410,000) | AID 743266 | HEK293 GP2 PTHR1 cells, GloSensor cAMP luminescence, 1 h | Potency, µM (highest dose often 115 µM), for inactives: at the top dose activation, hits mostly activators | Q03431; note: potency is the fitted concentration of half-maximal effect; nearly all actives have a fitted effect of over 55% in size; some results filed as inactive show a strong effect at the top dose; inactives centre near -15; many of its hits are not listed in these tables
#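 HEK-293-derived GP2 cells expressing PTHR1 and a GloSensor cAMP reporter, 3,000/well, plated overnight, given luciferin plus IBMX (each 0.5 mM as added) for 1 h at 37 °C, then compound for 1 h at 37 °C. Luminescence was read after 15 min at room temperature.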
# * = called active by the depositor; i = inactive; ? = inconclusive; . = not tested or not shown; [ ] = another dose, or the depositor's remark. Unless noted, calls come from the whole dose curve; as a rule, active = well fitted curve in the direction sought with a large enough effect; inconclusive = small, poorly fitted or top-dose-only effect, or another doubt; inactive = no such curve, though single readings can be large; an effect the other way counts as inactive or inconclusive. An excerpt; count on the stated rates, not on these rows.
compound	Mm-Cpn inhibitor	CCT chaperon mod	DRD3 agonist	EPAC2 ag	EPAC2 antag	D3 antag	pAkt inh	PTHR1 ag
Nc1cc(=O)[nH]c(SCC(=O)Nc2cccnc2Cl)n1	2%	-1.8	-9	9%	15%	-13	i	-4%
COc1cc(C=O)ccc1OCCSc1ccc(C)cc1	1%	0.1	-5	12%	-1%	-7	i	i
Cc1ccc(NC(=O)Cn2nc(C)c([N+](=O)[O-])c2C)cc1C	-4%	0.5	0	-3%	4%	?	i	i
Cc1ccc(-n2c(C)cc(/C=C(\C#N)C(=O)NCC3CCCO3)c2C)cc1 (centres undefined)	-2%	0.7	-40	14%	-6%	?	i	-39%[inhibitor]
CC(C)(C)C1CCC(OC(=O)c2ccncc2)CC1 (centres undefined)	-2%	0.0	1	2%	-1%	18	i	i
Cc1cc(NC(NC(=O)c2ccco2)(C(F)(F)F)C(F)(F)F)no1	0%	-0.3	0	7%	-6%[57.1 µM]	-12	i	i
O=C(C(c1ccccc1)c1ccccc1)N1CCCc2ccccc21	2%	-0.2	0	12%	-1%	-61*	i	i
CCN(CC)CCNC(=O)Cc1nn(CC)c(=O)c2ccccc12	-10%	3.5	-15	17%	-3%	-15	i	i
Cc1ccc(Cc2c(C)nc3nc(SCC(=O)NCCCN4CCOCC4)nn3c2C)cc1	0%	2.0	12	4%	3%	-15	i	i
O=C(CNC(=O)Cc1ccccc1)NCc1cccc(C(F)(F)F)c1	-6%	-3.7	1	-1%	4%	5	i	-7%
O=C(Cc1ccccc1)Nc1ccccc1N1CCCC1	1%	0.0	-7	6%	-23%	-21	i	-23%
C[C@H](CO)N1C[C@H](C)[C@@H](CN(C)C(=O)Nc2ccc(C(F)(F)F)cc2)Oc2ccc(NS(=O)(=O)c3ccccc3)cc2C1=O	0%	0.3	31*	-5%	-24%	18	i	17%
COc1cc(NC(=O)COc2cccc3c2OC(C)(C)C3)cc(OC)c1OC	1%	-0.3	-10	0%	1%	59	i	-42%
CCOc1ccc(C(C(=O)NCC2CCCO2)N(C(=O)c2snc(C(N)=O)c2N)c2ccc3c(c2)OCCO3)cc1 (centres undefined)	0%	0.5	-3	1%	-23%	2	i	-1%
N#Cc1c2n(c3c(-c4ccccc4)ncnc13)CCC2	-5%	1.0	12	10%	1%	19	i	i
C=CCn1c(C)cc(C(=O)COC(=O)c2ccc3c(c2)NC(=O)CS3)c1C	-1%	-8.1	2	-2%	5%	5	i	-25%
CC(C)C(c1nnnn1C1CCCC1)N1CCCCC1 (centres undefined)	0%	0.5	1	-9%	13%	-18	i	-21%
CC(C)C1Oc2ccccc2C(=O)N(CC(=O)c2ccc3c(c2)OCCO3)C1=O (centres undefined)	-5%	-1.7	3	4%	-18%	63	.	-31%
COc1cc2c(cc1OC)C(c1ccccc1)N(C(=O)c1ccccc1F)CC2 (centres undefined)	1%	-1.2	-4	11%	?	-4	i	-28%
COc1cc(NC(=S)NC(=O)c2ccccc2F)ccc1NC(=O)c1cccs1	1%	-0.4	2	0%	7%	18	i	i

# The closing 2 entries of the part before open the next one.
compound	Mm-Cpn inhibitor	CCT chaperon mod	DRD3 agonist	EPAC2 ag	EPAC2 antag	D3 antag	pAkt inh	PTHR1 ag
COc1cc2c(cc1OC)C(c1ccccc1)N(C(=O)c1ccccc1F)CC2 (centres undefined)	1%	-1.2	-4	11%	?	-4	i	-28%
COc1cc(NC(=S)NC(=O)c2ccccc2F)ccc1NC(=O)c1cccs1	1%	-0.4	2	0%	7%	18	i	i
CCN(C(=O)CSc1ncccn1)C1CCS(=O)(=O)C1 (centres undefined)	5%	0.1	-3	8%	-7%	-9	i	i
CN(C(=O)COC(=O)/C=C/c1cccs1)c1c(N)n(Cc2ccccc2)c(=O)[nH]c1=O	3%	0.3	11	-13%	22%	7	i	-2%
COc1ccc(CCNS(=O)(=O)c2cc3c(cc2C)NC(=O)CO3)cc1OC	1%	-1.7	3	0%	-3%	6	i	-18%
CCOC(=O)CNC(=O)c1ccc(C)cc1	0%	-0.9	0	19%	7%	0	i	-6%
COc1cccc(C(=O)Nc2nnc(-c3ccccc3)s2)c1	-5%	-3.3	1	2%	-3%	8	i	4%
O=C1CCCN1CCC1CCCCN1Cc1nc(COc2ccccc2)no1 (centres undefined)	1%	2.4	5	0%	7%	3	i	-10%
CC(c1nc2ccccc2[nH]1)n1c(-c2ccncc2)nc2ccccc21 (centres undefined)	.	.	6	5%	4%	2	i	i
CC1(C)Cc2noc(N)c2C(C)(C)N1OC(=O)c1cccs1	0%	1.2	-1	-1%	0%	-12	i	i
CC1(c2ccc(Cl)cc2Cl)NC(=O)N(CC(=O)Nc2cccnc2Cl)C1=O (centres undefined)	2%	-0.9	-10	2%	-6%	-8	i	i
COc1ccc(CCNC(=O)C2CC(c3c(Cl)cccc3Cl)=NO2)cc1 (centres undefined)	1%	-1.1	9	17%	-7%	21	i	-24%
CCCCNC(=O)CNC(=O)c1nn(-c2ccc(OC)cc2)c(=O)c2ccccc12	-3%	-2.9	2	9%	7%	-7	i	i
CCC(=O)NC(=S)Nc1ccc(NC(=O)COc2ccc(Cl)c(C)c2)cc1	-17%	-1.6	1	1%	7%	9	i	-8%
C=CCNC(=O)c1ccc(-c2nc3ccccc3nc2-c2ccccc2)cc1	.	0.5	5	13%	-11%	8	i	-5%
O=C(NC(=S)NCCCN1CCOCC1)c1ccc(Br)cc1	-5%	0.2	-2	7%	-2%	7	i	-17%
C/C(=N\NC(=O)c1ccco1)c1ccc(NC(=O)C(F)(F)F)cc1	0%	-2.3	0	7%	3%	-9	i	-5%
CC1CCN(S(=O)(=O)c2ccc(C(C)C)cc2)CC1	2%	-3.1	-15	9%	-30%	-28	i	-51%[inhibitor]
CC(=O)Oc1ccccc1Cn1c(C)c(C(=O)NCc2ccc(Cl)c(Cl)c2)sc1=O	.	-13	-6	3%	-16%	?	i	i
Cc1cccc(C(C)(C)C)c1OCCCCN1CCCC1	-2%	-59*	-13	-3%	-2%	-17	i	i
CC(=O)c1ccc(OCC(C)Oc2ccc(C#N)cc2)cc1 (centres undefined)	-1%	-6.7	-10	0%	-9%	-6	i	-35%[inhibitor]
CC(=O)c1ccc(N2CCN(c3ccc(S(=O)(=O)N4CCN(C)CC4)cn3)CC2)cc1	1%	0.0	-4	0%[15.6 µM]	13%	10	.	-7%[57.5 µM]
CCCN(C)C[C@@H]1Oc2ncc(Br)cc2C(=O)N([C@@H](C)CO)C[C@H]1C	.	-2.6	1	12%	-5%	4	i	-14%
CCOC(=O)C1(Cc2cccc(OC)c2)CCCN(S(=O)(=O)N(C)C)C1 (centres undefined)	0%	-0.4	1	1%	-4%	3	i	-4%
S=C(NCc1cccnc1)c1ccccc1	-1%	-1.0	-8	17%	0%	-6	i	i
COC1C=COC2(C)Oc3c(C)c(O)c4c(O)c(c(CN5CCN(C)CC5)c(O)c4c3C2=O)NC(=O)C(C)=CC=CC(C)C(O)C(C)C(O)C(C)C(OC(C)=O)C1C (centres undefined)	.	-1.2	-5	7%	-9%	-1	i	-32%[inhibitor]
CN(CCc1cnn(C)c1)Cc1cn(C)nc1-c1ccccc1F	3%	1.9	1	-5%	-2%	1	i	i
Cc1ccc(-n2nc(C)c(/C=N/NC(=O)c3cccs3)c2Cl)cc1	0%	1.7	1	-9%	-1%	-13	i	i
CN(C)c1ccc(-c2ccccc2)nn1	-2%	-3.7	-6	2%	-5%	-28	i	-14%
CCOC(=O)CNc1c(-c2ccc(O)cc2)nc2ccc(Cl)cn12	-4%	-2.9	-33	8%	-4%	29	i	-4%[57.5 µM]
COc1ccc2cc(C(=O)N(C)Cc3ccccc3)[nH]c2c1	1%	-1.1	19	-2%	6%	-2	i	i
CCN(CC)S(=O)(=O)c1ccc(-c2nnc(SCC(=O)N3c4ccccc4CC3C)o2)cc1 (centres undefined)	?	0.5	25	-12%	17%	11	?	-10%[57.5 µM]
O=C(CCc1nnc(-c2ccc3c(c2)OCO3)o1)N1CCC(c2ccc(F)cc2)C1 (centres undefined)	-5%	0.8	-7	-1%	5%	9	i	-27%
CCn1c(NCCO)nc2c(c1=O)C(C)(CC)Cc1ccccc1-2 (centres undefined)	-4%	-1.4	-1	-5%	-1%	16	i	-19%
C[C@H]1CN=C(Nc2ccccc2)N1CC1CCCCC1	3%	-0.1	-6	-1%	14%	-4	i	-16%
COc1ccccc1NS(=O)(=O)c1cccc(C(=O)N/N=C/c2ccc(C)o2)c1	-2%	-0.3	-6	7%	6%	2	i	-16%
COc1ccccc1C(=O)NCCC(=O)N1CC=C(c2ccccc2)CC1	1%	-3.9	-10	4%	-17%	18	i	i
COc1cc(NC(=O)c2cc([N+](=O)[O-])ccc2NC(=O)CNC2CCCCC2)cc(OC)c1	2%	-4.8	-9	20%	-11%	6	i	-12%
CC(=O)N(c1cccc(C)c1)C1SC(=O)N(c2ccccc2)C1=O (centres undefined)	-3%	0.4	-3	6%	11%	0	i	i
CCOC(=O)CNC(=O)CSc1nnc(SCC(=O)NCC(=O)OCC)s1	-1%	-1.9	5	10%	-4%	7	i	-7%[57.5 µM]
N#CC(CC(=O)OCc1ccccc1)NC(=O)OCc1ccccc1 (centres undefined)	.	0.1	5	2%	6%	8	i	i
COc1ccc(NC(=O)n2ncc3c(C)cccc32)cc1	0%	-0.2	-9	28%	3%	?	i	-26%
COc1ccccc1NC(=O)Nc1ccncc1	0%	0.5	-2	-1%	6%	-8	i	-22%
O=C(/C=C/c1ccc([N+](=O)[O-])cc1)Oc1ccc(/C=N/NC(=O)c2ccncc2)cc1	2%	0.2	-10	5%	-2%	-4	.	i
Cc1onc(-c2c(F)cccc2Cl)c1C(=O)Nc1nc2c(s1)CCCC2	0%	0.3	-16	8%	0%	-10	i	-57%[inhibitor]
CS(=O)(=O)N1CCc2cc(C(=O)Nc3ccccc3Cl)ccc21	0%	-3.2	3	5%	1%	-6	i	-14%
